Mcl-1 Bim block = human Bim-Mcl-1 interaction inhibition | Bead-based flow cytometry, Bim peptide-Mcl-1 binding | inhibition, % at 10 µM | 190,000 compounds, 0.1% hits | AID 1009; in the data active = inhibition above about 40%;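 note: 0% = no compound tracer wells and 100% = peptide blocker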
Target sequence (Q07820 whole entry, looked up): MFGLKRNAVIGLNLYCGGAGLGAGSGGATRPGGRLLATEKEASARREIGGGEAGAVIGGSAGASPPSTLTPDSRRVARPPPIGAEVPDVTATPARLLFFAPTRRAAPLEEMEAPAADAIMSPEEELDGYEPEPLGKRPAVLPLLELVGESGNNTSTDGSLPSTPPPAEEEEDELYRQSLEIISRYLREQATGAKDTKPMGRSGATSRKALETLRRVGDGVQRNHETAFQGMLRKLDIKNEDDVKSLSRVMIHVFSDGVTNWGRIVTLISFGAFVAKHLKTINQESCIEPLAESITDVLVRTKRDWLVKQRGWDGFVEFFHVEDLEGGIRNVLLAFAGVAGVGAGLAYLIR
Rab2 wt GTP = changes GTP binding to wildtype dog Rab2A, up or down; P61105; GST-Rab2 wt beads, Bodipy-GTP binding, flow cytometry; GTP binding activity, % at 10 µM; 190,000 compounds, 0.19% hits;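 active = GTP binding activity at least 20 points away from 100%, either lowered or raised; inconclusive = signal likely due to the compound's own green fluorescence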;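 note: 0% = beads with excess unlabeled GTP and 100% = no-compound control corrected for plate trend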
Rab7 wt GTP bind = modulators of GTP binding to dog Rab7 wildtype GTPase; GTP binding activity (percent of control), % at 10 µM; GST-Rab7 beads, fluorescent GTP binding, flow cytometry; actives lie on both sides; untreated = 100%, excess cold GTP = 0%; 190,000 compounds, 0.055% hits;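 active = fluorescent GTP binding to Rab7 beads changed by at least 20 points from the 100% baseline, either direction, mostly lower; inconclusive = compound itself probably fluorescent, or too few beads counted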;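 note: median green fluorescence of bound Bodipy-FL-GTP per Rab7 bead population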
Cdc42 wt GTP = human Cdc42 wildtype GTP binding change, either direction; P60953; GST-Cdc42 beads, Bodipy-GTP binding, flow cytometry; actives lie on both sides; percent activity (GTP binding), % at 10 µM; 190,000 compounds, 0.2% hits; AID 761;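 active = percent activity GTP binding at least 20 points away from the 100% baseline, either down as inhibitor or up as activator; inconclusive = compound flagged as likely green fluorescent from well-wide comparison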;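 note: median bead fluorescence of bound Bodipy-FL-GTP at 100 nM; 0% = excess unlabeled GTP control and 100% = no compound control; below 100% means less GTP binding so inhibitor and above means activator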
Target sequence (P60953 whole entry, looked up): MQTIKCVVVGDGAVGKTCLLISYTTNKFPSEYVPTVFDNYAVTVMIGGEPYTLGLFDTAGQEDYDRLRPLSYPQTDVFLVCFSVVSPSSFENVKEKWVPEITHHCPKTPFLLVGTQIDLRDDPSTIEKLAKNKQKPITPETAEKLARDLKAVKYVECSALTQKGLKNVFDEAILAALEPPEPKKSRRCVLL
Rac1 act GTP bind = human Rac1 activated mutant GTP binding change; P63000; GST-Rac1 activated beads, fluorescent GTP binding, flow cytometry; actives lie on both sides; 100% means binding = to untreated wells; percent activity (GTP binding), % at 10 µM; 190,000 compounds, 0.11% hits; AID 764;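 active = GTP binding at least 20 percentage points away from the 100% baseline, in either direction, so actives lie on both sides; inconclusive = Compound likely fluorescent itself, or too few beads counted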
Pf gamet viab = inhibitors of late stage P. falciparum gametocyte viability; AID 743093; inhibition, % at 10.9 µM; P. falciparum stage V gametocytes, ATP luminescence, 24 h; 150,000 compounds, 0.065% hits;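 active = inhibition above the mean plus 3 SD of compounds within the control limits, set per campaign, cut at about 38% in these data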;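 note: 0% = DMSO wells and 100% = medium only without gametocytes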
HRas wt GTP = modulators of GTP binding to human HRas wildtype. GST-Ras wt beads, Bodipy-FL-GTP binding, flow cytometry; actives lie on both sides. 190,000 compounds, 0.14% hits. GTP binding activity, % at 10 µM;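 active = GTP binding activity at least 20% away from the 100% baseline, either lowered as inhibitor or raised as activator; inconclusive = flagged as likely green fluorescent, judged across all proteins in the well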;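 note: 0% = unlabeled GTP competition control and 100% = no-compound control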
Target sequence (P01112 whole entry, looked up): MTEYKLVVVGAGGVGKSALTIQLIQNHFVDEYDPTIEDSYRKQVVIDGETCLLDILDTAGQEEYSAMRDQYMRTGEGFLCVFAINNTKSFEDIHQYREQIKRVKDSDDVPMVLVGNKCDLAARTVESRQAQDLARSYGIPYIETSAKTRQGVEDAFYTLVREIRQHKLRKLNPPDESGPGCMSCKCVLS
Mcl1-Bid inh = Mcl-1/Bid interaction inhibition | Q07820 | TR-FRET Mcl-1/Bid-Dy647 peptide binding, 1536-well | inhibition, % at 21.7 µM | 220,000 compounds, 0.97% hits | AID 1021;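 active = compounds that cut the binding signal by more than half at the single screening dose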;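 note: His-tagged Mcl-1 with europium anti-His antibody binding Bid BH3 peptide; 0% = Mcl-1 plus peptide wells and 100% = peptide-only wells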
Rac1 wt modul = alters GTP binding to wildtype human Rac1 | 190,000 compounds, 0.27% hits | GTP binding activity (% of control), % at 10 µM | GST-Rac1 beads, fluorescent GTP binding, flow cytometry; actives lie on both sides; 0 = cold GTP competed, 100 = untreated | P63000 | AID 757;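 active = GTP binding activity at least 20 points away from the 100% control level, either lower or higher; inconclusive = compound flagged as likely green fluorescent, judged across all proteins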
RGS8-Gao = modulates binding of RGS8 to human Galphao; multiplexed bead flow cytometry; actives lie on both sides; response (percent of control binding), % at 10 µM; 220,000 compounds, 0.34% hits; AID 1423; P09471; in the data active = response below about 60% or above about 140%; inactive = in between;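 note: Galphao activated as the GDP aluminium fluoride complex binding bead-coupled RGS8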
Mcl1-Noxa inh = disrupts binding of human Mcl-1 to Noxa peptide; TR-FRET Mcl-1/Noxa peptide binding, 2 h; inhibition, % at 21.7 µM; 220,000 compounds, 1.5% hits; AID 1022;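 active = compounds that cut the protein-peptide binding signal by more than 50% relative to plate controls in a single-dose test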;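 note: His-tagged Mcl-1 with rhodamine Noxa BH3 peptide and terbium anti-His antibody; 0% = Mcl-1 plus Noxa peptide wells and 100% = peptide-only wells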
* marks the source's active call; other numbers are inactive results; ? = inconclusive; nt = no result given; [ ] = dose if it differs, or a comment.

SMILES	Mcl-1 Bim block	Rab2 wt GTP	Rab7 wt GTP bind	Cdc42 wt GTP	Rac1 act GTP bind	Pf gamet viab	HRas wt GTP	Mcl1-Bid inh	Rac1 wt modul	RGS8-Gao	Mcl1-Noxa inh
CC(=O)Nc1ccc(NC(C)=C(C#N)C#N)cc1	-4.0	97.0	98.0	97.0	98.0	12.9	96.0	3.6	101.0	101.5	-1.4
Nn1cnnc1N/N=C/c1cc([N+](=O)[O-])c(Cl)cc1Cl	-2.0	99.0	96.0	107.0	102.0	nt	104.0	-48.0	105.0	92.3	33.8
COCCn1c(C)cc(C(=O)CSc2nnc(-c3cccnc3)n2-c2ccccc2F)c1C	-3.0	?	?	?	?	3.9	?	-25.0	?	122.6	15.9
Clc1ccc(C2C3=C(Nc4ncnn42)c2ccccc2CC3)cc1 (stereo not given)	-1.0	97.0	95.0	96.0	98.0	nt	98.0	5.1	94.0	94.6	4.6
NC(=O)C1=C[C@@H](C2CCCCC2)C[C@@H](OCCCCO)O1	0.0	101.0	104.0	96.0	96.0	nt	98.0	-5.4	98.0	103.2	-25.8
CCOC(=O)c1[nH]c2ccc(Br)cc2c1NC(=O)CNC	-1.0	99.0	99.0	102.0	102.0	nt	101.0	-27.3	104.0	97.9	-9.2
CN(C)c1oc(-c2ccc(Cl)cc2)nc1S(=O)(=O)c1ccccc1	-2.0	101.0	99.0	102.0	102.0	3.6	102.0	-47.8	106.0	94.3	21.0
C=C(C)c1ccc(C(C)(C)NC(=O)N(Cc2ccccc2)Cc2ccco2)cc1	-3.0	97.0	98.0	98.0	99.0	nt	98.0	-74.3	99.0	105.4	-2.6
Oc1cccc(C2c3[nH]c4ccccc4c3CCN2Cc2ccc3c(c2)CCO3)c1 (stereo not given)	0.0	94.0	94.0	94.0	95.0	-15.8	93.0	-15.7	97.0	96.5	11.0
Cc1ccc(/C(O)=C2\C(=O)C(=O)N(c3cc(C)on3)C2c2cccc(Cl)c2)cc1 (stereo not given)	1.0	99.0	100.0	96.0	96.0	nt	100.0	6.1	95.0	101.8	-1.6
Cc1ccc2c(c1)N(CC(=O)O)C(=O)CO2	-6.0	99.0	102.0	102.0	100.0	-17.2	99.0	-6.9	105.0	101.9	11.6
Oc1cc2c(cc1C(c1ccc(Cl)c(Cl)c1)N1CCCC1)OCO2 (stereo not given)	-3.0	95.0	99.0	90.0	89.0	nt	96.0	94.4*	92.0	92.1	91.9*
O=C(O)c1ccc(OC2CSC2)cc1	1.0	100.0	104.0	102.0	98.0	nt	101.0	-73.7	100.0	103.0	18.8
O=c1c2ccccc2n2c(-c3cccc(Cl)c3)nnc2n1Cc1ccccc1	-3.0	101.0	99.0	103.0	102.0	14.3	100.0	-25.6	103.0	97.0	-31.8
COc1cc(NC(=O)CSc2nnnn2-c2ccccc2)cc(OC)c1OC	-3.0	100.0	103.0	104.0	101.0	nt	101.0	-41.7	106.0	115.2	4.2
COc1cc(/C(C)=N/NC(=O)c2ccc(CSc3nncn3C)cc2)cc(OC)c1OC	-1.0	102.0	100.0	104.0	98.0	17.1	97.0	-36.4	103.0	99.4	-6.5
O=C(Nc1nc(-c2ccccc2)cs1)C1CCCCN1S(=O)(=O)c1ccccc1 (stereo not given)	0.0	101.0	100.0	99.0	100.0	nt	101.0	-40.2	108.0	99.1	7.5
Nc1ncnc2c1ncn2[C@@H]1O[C@H](CO)[C@@H](O)[C@H]1O	-2.0	100.0	96.0	100.0	98.0	nt	97.0	6.6	102.0	101.4	-26.3
O=C(Nc1nnc(-c2cccs2)o1)c1ccc(S(=O)(=O)N2CCOCC2)cc1	-1.0	?	?	?	?	nt	?	-22.4	?	101.1	-36.4
CC(=O)C1C(c2ccc(Cl)cc2)c2c(n[nH]c2C)CC1(C)O (stereo not given)	0.0	100.0	103.0	101.0	97.0	-10.3	99.0	-4.5	99.0	93.4	-7.4
N#CC1=C2SCN(Cc3ccco3)CN2C(=O)CC1c1cccc2ccccc12 (stereo not given)	-4.0	103.0	99.0	103.0	97.0	5.3	101.0	-54.2	99.0	83.1	12.1
COc1ccc(Cl)cc1NC(=S)NCCc1ccc(S(N)(=O)=O)cc1	-5.0	98.0	103.0	100.0	95.0	-21.0	98.0	-60.2	102.0	99.8	-1.2
CCOC(=O)COc1c(Br)cc(/C=C2\SC(=O)N(CC(=O)N3CCCC3)C2=O)cc1OC	4.0	99.0	96.0	104.0	100.0	-9.3	99.0	-16.7	108.0	101.0	16.6
Cc1ccccc1-n1c(SCc2c(C)noc2C)nnc1-c1cccnc1	-7.0	115.0	111.0	118.0	110.0	nt	110.0	-13.1	132.0*[activator]	112.9	14.5

Individual results from the results shown.
For RGS8-Gao, `O=C(Nc1nnc(-c2cccs2)o1)c1ccc(S(=O)(=O)N2CCOCC2)cc1` has 101.1
For Cdc42 wt GTP, `O=C(Nc1nc(-c2ccccc2)cs1)C1CCCCN1S(=O)(=O)c1ccccc1` (stereo not given) has 99.0
For HRas wt GTP, `Cc1ccccc1-n1c(SCc2c(C)noc2C)nnc1-c1cccnc1` has 110.0
For Mcl1-Noxa inh, `O=c1c2ccccc2n2c(-c3cccc(Cl)c3)nnc2n1Cc1ccccc1` has -31.8

Following part:
SMILES	Mcl-1 Bim block	Rab2 wt GTP	Rab7 wt GTP bind	Cdc42 wt GTP	Rac1 act GTP bind	Pf gamet viab	HRas wt GTP	Mcl1-Bid inh	Rac1 wt modul	RGS8-Gao	Mcl1-Noxa inh
Cc1c(C(=O)OCC(=O)NCC2CCCO2)cccc1[N+](=O)[O-] (stereo not given)	-5.0	97.0	98.0	99.0	96.0	8.1	97.0	-29.8	100.0	100.5	-3.0
CNC(=S)N(Cc1ccc(OC)cc1)C1CC(=O)N(c2ccc(OC)cc2)C1=O (stereo not given)	-5.0	101.0	103.0	98.0	99.0	nt	101.0	-4.1	105.0	96.3	11.8
COC(=O)c1cc(C(=O)OC)cc(N2C(=O)CC(NNC(=O)c3ccc(C)cc3)C2=O)c1 (stereo not given)	-4.0	98.0	98.0	102.0	100.0	21.4	100.0	-19.8	103.0	98.7	2.4
Cc1[nH]c2c(C)cccc2c1CCNC(=O)c1ccc2c(c1[N+](=O)[O-])C(=O)c1ccccc1C2=O	5.0	81.0	92.0	85.0	91.0	nt	83.0	-21.7	91.0	99.0	21.1
O=C(CCN1CCN(C(c2ccccc2)c2ccccc2)CC1)N/N=C/c1ccc(O)cc1	-10.0	100.0	98.0	102.0	96.0	-2.0	100.0	-11.5	103.0	102.2	23.1
Cc1ccccc1NC(=O)CN1CCC(n2nnc3ccccc32)CC1	-1.0	106.0	100.0	104.0	99.0	nt	103.0	-9.9	100.0	101.3	-6.5
Nc1ccc(Oc2ccc3c(c2)OCO3)cc1	0.0	97.0	104.0	93.0	95.0	nt	98.0	-36.2	98.0	101.5	-8.3
CCCSC1=C(C#N)C(c2cccs2)C(C(=O)Nc2ccccc2)=C(C)N1 (stereo not given)	4.0	99.0	99.0	101.0	99.0	nt	100.0	-11.9	100.0	84.8	10.1
CC(=O)NC1C(=O)N=C(SCC(=O)Nc2c(C)cccc2C)NC1=O (stereo not given)	1.0	99.0	106.0	100.0	97.0	4.7	100.0	-22.6	101.0	100.2	9.1
COc1cc(C(=O)NCCc2cn3ccccc3n2)cc(OC)c1OC	-1.0	101.0	101.0	101.0	101.0	nt	102.0	-34.5	104.0	100.0	12.2
CCn1c(SCC(=O)c2ccc(Cl)cc2)nnc1-c1ccoc1C	4.0	?	?	?	?	nt	?	-3.4	?	98.5	9.8
Cn1ncc([N+](=O)[O-])c1C(=O)Nc1ccn(Cc2ccccc2F)n1	0.0	96.0	98.0	99.0	95.0	nt	98.0	-34.7	97.0	99.4	4.6
Cc1cc(C)c2c(=O)[nH]c(SCC(=O)N(C)C)nc2n1	0.0	106.0	107.0	105.0	99.0	-13.7	104.0	-3.7	105.0	100.4	-4.2
CCn1c(=O)c(=O)[nH]c2cc(C(=O)NC3CC3)ccc21	-4.0	97.0	100.0	96.0	98.0	nt	98.0	-3.2	98.0	103.4	22.5
CCCCNC(=O)NCC(=O)Nc1ccc(F)c(F)c1	-1.0	103.0	105.0	105.0	102.0	nt	105.0	-24.6	109.0	99.3	11.9
CCOC(=O)CNC(=O)CSc1nc2cccnc2n1CC	-4.0	98.0	99.0	97.0	94.0	16.2	98.0	-7.1	99.0	nt	-4.2
Fc1cccc(NC(=S)NCCN2CCOCC2)c1	-6.0	96.0	100.0	100.0	98.0	-14.5	98.0	-55.5	103.0	96.7	7.4
O=C(CSC1=Nc2ccccc2C2=NC(c3ccccc3)C(=O)N12)NCC1CCCO1 (stereo not given)	-5.0	97.0	96.0	97.0	96.0	nt	96.0	17.6	100.0	90.4	5.5
O=C(CC1NCCNC1=O)OCc1ccccc1 (stereo not given)	-5.0	99.0	101.0	99.0	97.0	1.0	100.0	-4.9	101.0	99.0	9.4
COc1ccc(NC(=O)CN2CCC(n3c(C)nc4cc(F)ccc43)CC2)c(OC)c1	-2.0	104.0	102.0	103.0	100.0	nt	104.0	-8.5	102.0	104.2	3.3

Single records (already shown). Screens in order: Mcl-1 Bim block	Rab2 wt GTP	Rab7 wt GTP bind	Cdc42 wt GTP	Rac1 act GTP bind	Pf gamet viab	HRas wt GTP	Mcl1-Bid inh	Rac1 wt modul	RGS8-Gao	Mcl1-Noxa inh
O=C(CC1NCCNC1=O)OCc1ccccc1 (stereo not given) in the list: -5.0	99.0	101.0	99.0	97.0	1.0	100.0	-4.9	101.0	99.0	9.4
CCCCNC(=O)NCC(=O)Nc1ccc(F)c(F)c1 in the list: -1.0	103.0	105.0	105.0	102.0	nt	105.0	-24.6	109.0	99.3	11.9
COc1ccc(NC(=O)CN2CCC(n3c(C)nc4cc(F)ccc43)CC2)c(OC)c1 in the list: -2.0	104.0	102.0	103.0	100.0	nt	104.0	-8.5	102.0	104.2	3.3

Exported with values under each structure: 2 of the compounds above
Values run as follows: Mcl-1 Bim block, Rab2 wt GTP, Rab7 wt GTP bind, Cdc42 wt GTP, Rac1 act GTP bind, Pf gamet viab, HRas wt GTP, Mcl1-Bid inh, Rac1 wt modul, RGS8-Gao, Mcl1-Noxa inh
> CCCCNC(=O)NCC(=O)Nc1ccc(F)c(F)c1
→ -1.0, 103.0, 105.0, 105.0, 102.0, nt, 105.0, -24.6, 109.0, 99.3, 11.9
> CCOC(=O)CNC(=O)CSc1nc2cccnc2n1CC
→ -4.0, 98.0, 99.0, 97.0, 94.0, 16.2, 98.0, -7.1, 99.0, nt, -4.2

Source: PubChem
